# NPY Y2 blocker: NPY-Y2 (human) receptor antagonism | NPY-Y2 expressing cells, antagonist mode | P49146 | AID 793 | inhibition, % at 2.7 µM | 0.99% of 140,000 active; in the data active means inhibition above about 17%;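 further: 0% = vehicle with agonist challenge and 100% = reference antagonist with challenge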
# Target sequence (P49146 whole entry, looked up): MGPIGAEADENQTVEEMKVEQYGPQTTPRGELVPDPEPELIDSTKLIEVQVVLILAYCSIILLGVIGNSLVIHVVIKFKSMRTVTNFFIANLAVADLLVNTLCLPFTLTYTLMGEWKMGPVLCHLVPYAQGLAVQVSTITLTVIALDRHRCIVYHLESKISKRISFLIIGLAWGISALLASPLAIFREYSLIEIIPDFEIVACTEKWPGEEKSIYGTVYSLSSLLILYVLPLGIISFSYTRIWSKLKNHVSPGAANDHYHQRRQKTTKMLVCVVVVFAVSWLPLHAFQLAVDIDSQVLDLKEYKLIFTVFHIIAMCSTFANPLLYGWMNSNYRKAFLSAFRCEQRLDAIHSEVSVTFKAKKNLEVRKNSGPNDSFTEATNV
# GALR2 antag: blocks the human galanin receptor 2; GALR2-expressing cells, antagonist mode; AID 828; inhibition, % at 4 µM; O43603; 0.39% of 140,000 active; in the data active means inhibition above about 27%;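 further: cells stimulated with galanin 1-16 at roughly its EC80; 0% = agonist challenge control and 100% = basal control without agonist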
# Target sequence (O43603 whole entry, looked up): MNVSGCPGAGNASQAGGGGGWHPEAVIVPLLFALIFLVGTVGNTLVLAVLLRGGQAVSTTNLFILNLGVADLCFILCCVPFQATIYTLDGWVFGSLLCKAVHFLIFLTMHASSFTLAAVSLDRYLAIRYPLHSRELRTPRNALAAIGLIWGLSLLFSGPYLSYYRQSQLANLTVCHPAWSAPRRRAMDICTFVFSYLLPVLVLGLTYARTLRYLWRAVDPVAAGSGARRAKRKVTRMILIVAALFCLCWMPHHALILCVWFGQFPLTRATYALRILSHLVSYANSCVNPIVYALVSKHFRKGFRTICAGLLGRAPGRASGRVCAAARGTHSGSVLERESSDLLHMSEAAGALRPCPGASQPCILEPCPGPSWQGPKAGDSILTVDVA
# Yeast lifespan up: yeast lifespan extension. 0.68% of 130,000 active. S. cerevisiae growth with nicotinamide, OD615; deaD strain in restrictive glucose medium. inhibition of the nicotinamide effect, % at 10 µM;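 active means inhibition above a set limit, placed 3 SD over the median of all compounds, cut at about 26% in these data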;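 further: 0% = nicotinamide-treated wells and 100% = cells grown without nicotinamide; some compounds called inactive have numbers as strong as hits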
#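 Assay system: DeaD-strain S. cerevisiae. Medium: CSMM-D glucose medium, restrictive. Reagent: nicotinamide, 1.5 mM, co-present with compound. Compound: 10 µM single point, 0.25% DMSO. Schedule: culture preincubation 4 h, compound exposure 48 h, both 30 °C. Detection: absorbance at 615 nm.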
# BB579 growth dn: reduces growth of yeast BB579 in restrictive medium; S. cerevisiae BB579 growth, OD615, 48 h; inhibition, % at 10 µM; 0.51% of 140,000 active; AID 804;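 active means inhibition above a set limit, 3 SD over the mean compound inhibition, cut at about 44% in these data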; further: inactives centre near -24
#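 System: Saccharomyces cerevisiae DeaD strain BB579, replicative lifespan model yeast. Buffer or medium: restrictive glucose-based CSMM-D medium. Doses: one dose, 10 µM compound with 0.25% DMSO. Timing: 4 h preincubation and 48 h exposure at 30 °C. Detection: turbidity as optical density at 615 nm. Benchmarks: amphotericin B 10 µg/mL, positive.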
# Measles CPE: protection of cells from measles virus | Measles virus-infected cells, CPE protection, absorbance | protection (pct of control), % at 4 µM | 1.5% of 140,000 active | AID 841; in the data active means protection mostly above about 24%, no sharp cut-off; inactive means mostly below about 26%; further: some compounds called inactive have numbers as strong as hits
# MRP-1 activ: MRP-1 activation; viability increase, % at 10 µM; AID 799; H69AR cells + doxorubicin, viability rescue, CellTiter-Glo; 0.61% of 140,000 active;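 active means viability gain under doxorubicin at or above a set limit, the compound median plus 3 SD, cut at about 4.7% in these data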;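 further: MRP-1 overexpressing cells given doxorubicin 25 µM after compound pretreatment; 18-22 h compound pretreatment then 72 h with doxorubicin before readout; 0% = doxorubicin-only wells and 100% = vehicle-treated cells without doxorubicin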
# PTEN del growth: growth suppressors of cells with PTEN tumor suppressor deletion | AID 827 | HCT116 PTEN-null viability, CellTiter-Glo, 60 h; stronger effect = lower value | 1.2% of 140,000 active | viability, % at 10 µM;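 active means viability at or below a set limit, 4 SD under the median of all tested compounds, cut at about 3.7% in these data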;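 further: PTEN knockout HCT116 line with beta catenin targeted HCT116 as companion control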
# Phagocytosis inh: blocks phagocytosis by macrophages; J774A.1 macrophage IgG-bead phagocytosis, imaging; 0.07% of 110,000 active; AID 1029; inhibition, % at 5 µM;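 active means inhibition above the mean of the plate negative controls plus 5 SD, cut at about 13% in these data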;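 further: phagocytic index as fraction of beads internalized from green versus red external bead signal; plate controls were DMSO negative control for no effect and cytochalasin-D positive control for full effect; some results beyond the cut were filed as inactive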
# HCT116 bCat-KO: beta-catenin-lacking colon tumor cell growth suppression | 1.5% of 140,000 active | viability, % at 10 µM | HCT116 beta-catenin knockout viability, CellTiter-Glo, 60 h; stronger effect = lower value;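 active means viability at or under a set limit, the compound median less 4 SD, cut at about 6% in these data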;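 further: 0% = Hyamine 1622 control at 20 µM and 100% = untreated cell control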
# E-sel TNF inh: TNF alpha driven E-selectin expression inhibition | HUVEC TNFa-induced E-selectin immunofluorescence, high content | 0.71% of 120,000 active | AID 1246 | inhibition, % at 2 µM;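 active means inhibition above the batch mean plus 3 SD, and confirmed as a hit on visual image review, cut at about 43% in these data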;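 further: 0% = TNF-stimulated DMSO wells and 100% = unstimulated control wells; not every result past the cut was called active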
# An asterisk follows results filed as active; · = not tested or not shown.
# A first look, two compounds:
SMILES,NPY Y2 blocker,GALR2 antag,Yeast lifespan up,BB579 growth dn,Measles CPE,MRP-1 activ,PTEN del growth,Phagocytosis inh,HCT116 bCat-KO,E-sel TNF inh
Cc1cc(N/N=C/c2ccccc2Br)nc2ccccc12,8,9,-6,-19,11,-0.4,75,-4,79,·
Cc1ccc(C(=O)CN(Cc2ccccc2)C2=NCCS2)cc1,6,7,4,-18,11,-1.0,68,-3,68,·

# Results (from the top)
SMILES,NPY Y2 blocker,GALR2 antag,Yeast lifespan up,BB579 growth dn,Measles CPE,MRP-1 activ,PTEN del growth,Phagocytosis inh,HCT116 bCat-KO,E-sel TNF inh
Cc1cc(N/N=C/c2ccccc2Br)nc2ccccc12,8,9,-6,-19,11,-0.4,75,-4,79,·
Cc1ccc(C(=O)CN(Cc2ccccc2)C2=NCCS2)cc1,6,7,4,-18,11,-1.0,68,-3,68,·
CC(=O)Nc1ccc(Oc2ncccn2)c(Cl)c1,4,-2,-10,-35,3,-0.6,95,-1,94,17
CCC1CCCCN1C(=O)Cn1c(=O)oc2ccccc21 (centres undefined),3,6,-10,0,13,0.0,86,-1,85,·
CCOC(=O)N1CCC(NC(=O)Cn2ncc3c4ccccc4n(C)c3c2=O)CC1,2,-1,-5,-11,9,-3.0,87,·,88,8
COc1ccc(/C=N/NC(=S)NC2CCS(=O)(=O)C2)cc1OC (centres undefined),5,-4,-2,-69,5,-0.4,96,·,94,-26
O=c1[nH]c(C2C3CC4CC(C3)CC2C4)nc2ccccc12 (centres undefined),0,-10,-2,-25,8,-1.1,80,-12,85,·
Cc1ccc(CNC(=O)Cn2cc(C(F)(F)F)ccc2=O)cc1,4,1,12,-36,6,-0.2,93,-3,97,·
CC(C)c1ccc(C(=O)N(c2ccccn2)C(C)c2ccco2)cc1 (centres undefined),3,-7,6,-26,23,-0.4,75,-2,77,-4
CCN(CC)CCCNC1CCS(=O)(=O)C1 (centres undefined),0,2,-8,10,2,-1.1,101,2,101,7
C/C(=N\N=C1\NC(=O)CC(C(=O)O)S1)c1cccs1 (centres undefined),2,4,-2,-10,4,-0.6,102,·,93,·
CCCN1C(=O)C(Cc2nc3ccccc3c(=O)n2-c2ccccc2)c2cc(C)ccc21 (centres undefined),6,2,39*,-38,3,-2.9,78,·,75,-7
CCCCOc1cccc(C(=O)N(Cc2cccs2)C2CCS(=O)(=O)C2)c1 (centres undefined),3,-10,-1,-13,16,-4.6,82,-1,79,·
CCn1c(CNc2ccc(F)cc2)nnc1SCC(=O)OC1CCCCC1,3,-8,-9,0,·,-0.6,89,0,91,5
CCN(CC)S(=O)(=O)c1cccc(-c2nnc(SCc3nc4ccccc4s3)o2)c1,14,7,-7,-74,5,-3.2,53,0,42,2
COC(=O)C(C)Oc1ccc2c3c(c(=O)oc2c1)CCCCC3 (centres undefined),2,-3,-11,9,4,0.6,101,1,95,-4
Cc1ccc(C)c(NC(=O)C2Cc3ccccc3CN2C(=O)OCc2ccccc2)c1 (centres undefined),4,14,0,-11,11,-0.2,91,0,109,22
O=C(N/N=C/c1c(O)n(-c2ccc(Cl)cn2)c(=O)c2ccccc12)C1CC1,3,0,-4,-33,1,-1.6,63,-1,53,12
COc1ccc(Cc2nc3ccccc3n2CC(=O)N/N=C/c2ccc(C)cc2O)cc1OC,2,10,5,-26,8,2.5,64,-8,48,·
CCOc1ccc2nc(NC(=O)Nc3ccccc3)sc2c1,-3,-3,-11,-31,18,-2.0,108,·,99,10
CCOc1ccc(C(=O)N2CCCC2C(=O)O)cc1 (centres undefined),1,0,-18,9,10,-2.9,86,-2,106,-7
Cc1csc(NC(=O)c2ccc(-c3ccc(Cl)cc3Cl)o2)n1,3,-16,1,-40,6,-3.8,73,-10,77,2
Cc1cc(C(=O)NN=C2C3CC4CC(C3)CC2C4)c2ccccc2n1,4,-2,-5,-23,0,-2.9,96,-5,104,-3
CC(CC1C(C#N)=C(N)OC2=C1C(=O)CCC2)c1ccccc1 (centres undefined),4,7,-2,-25,11,-3.5,99,-1,98,0
CCCCNC(=O)c1ccc2c(c1)N(CC)C(=O)CS2,5,9,-1,-33,1,-3.6,109,-1,95,6
COc1ccc(/C=C/C(=O)Nc2nc(C)c(C(=O)N(C)C)s2)cc1,1,8,2,-38,14,-1.2,100,-3,98,·
CCN(CC)CCNc1nc(-c2ccccc2)nnc1C(F)(F)F,1,-7,-5,-27,43*,-0.8,101,2,106,17
COCCCN1Cc2cccc(C(=O)O)c2C1=O,·,·,10,7,9,-0.1,92,0,97,·
Cc1ccc2c(c1)nnn2C1CCN(S(C)(=O)=O)CC1,2,3,-7,-55,14,-2.5,95,-1,99,20
Cc1cc(=O)oc(C)c1C(=O)NCCC(C)C,1,-2,-4,-19,13,-2.9,101,-1,93,·
CCC(C)(C)n1nnnc1C(c1ccncc1)N1CCC(Cc2ccccc2)CC1 (centres undefined),9,-16,-2,3,35,-2.1,80,-1,94,4
COc1ccccc1OCC(=O)NCCNC(=O)COc1ccccc1OC,0,11,-4,-51,0,0.1,109,-3,96,-22
COCCn1nnnc1C(c1ccc(O)c(OC)c1)N1CCc2ccccc2C1 (centres undefined),2,14,-2,-32,5,-0.7,100,-1,112,-1
O=C(NC(=S)NCCN1CCOCC1)c1ccccc1Br,-1,13,5,-44,6,0.4,97,-2,97,·
O=C(CSc1nnnn1-c1ccccc1)NCc1ccco1,4,-7,·,-48,5,-1.8,97,·,94,-9
Cc1ccc2cccc(NC(=S)NC(=O)c3ccccc3)c2n1,22*,22,-27,14,23,-4.5,74,·,79,10
CCCc1[nH]nc2c1C(c1ccc(Br)s1)C(C#N)=C(N)O2 (centres undefined),53*,7,63,-17,8,-2.7,8,0,13,·
O=S(=O)(NCC1CCN(S(=O)(=O)c2ccccc2)CC1)c1ccccc1,-1,-2,12,-31,18,-0.9,84,0,81,-16
CO/N=C/C(=N\Nc1ccc(C)cc1)C(=O)c1ccc(OC)cc1,1,5,4,-40,0,-5.0,32,1,28,6
NC(=O)c1cc2nc(-c3ccco3)cc(C(F)(F)F)n2n1,1,9,·,0,4,0.0,88,·,99,16
CCCc1[nH]n(-c2nc3ccccc3s2)c(=O)c1C=NCC(C)C,1,-4,-3,-37,6,-1.9,92,1,100,4
Cn1nc(C(F)(F)F)c(/C=N/OCc2c(Cl)cccc2Cl)c1Cl,12,-9,-6,-11,15,0.6,91,·,85,-11
O=C(NC1CCCCC1)N(Cc1cc2cc3c(cc2[nH]c1=O)OCCO3)C1CCCCC1,3,-9,-6,-16,5,-1.5,77,-1,74,12
COc1ccc(C(=O)COC(=O)CNC(=O)c2cc(OC)cc(OC)c2)cc1,1,-7,-4,-39,5,0.2,99,-13,90,·
CCS(=O)(=O)N1CCC(C(=O)NCCCOC)CC1,1,-9,2,-34,8,-0.7,99,·,97,·
CCCCN(CCCC)CC(O)CN(c1cc([N+](=O)[O-])ccc1OC)S(=O)(=O)c1ccccc1 (centres undefined),20*,15,1,-9,20,-5.4,65,5,67,9
CCCCOc1ccc(CSc2ncn[nH]2)cc1,1,-2,-23,-7,19,9.8*,70,0,75,-31
COc1ccc(CCNc2nc(N3CCOCC3)nc(N3CCOCC3)n2)cc1OC,0,-4,-11,-37,4,-2.3,90,0,98,-2
CC(=O)C1=C(C)N(CC2CC2)C(=O)N[C@H]1c1ccccc1,2,-2,2,-25,14,-1.3,108,·,102,-17
O=c1c2ccccc2nc2n1CCCCC2,1,3,-7,-18,41,-2.2,104,1,108,-49
# The list continues.
SMILES,NPY Y2 blocker,GALR2 antag,Yeast lifespan up,BB579 growth dn,Measles CPE,MRP-1 activ,PTEN del growth,Phagocytosis inh,HCT116 bCat-KO,E-sel TNF inh
CCOC(=O)c1ccccc1NC(=O)CSc1nnc(Cc2cccn2C)n1-c1ccc(C)cc1,9,-1,-6,-30,2,-2.4,66,-4,82,·
CC(C)(C)OC(=O)COc1cc(OCC(=O)OC(C)(C)C)c2c(=O)cc(-c3ccccc3)oc2c1,33*,-1,3,-29,5,-1.9,1.7*,-1,1.5*,29
CC1CCN(S(=O)(=O)c2ccc(NC(=O)CSc3ncccc3C(=O)O)cc2)CC1,-1,7,-6,-20,8,-1.8,107,-1,102,62*
CCOC(=O)Cc1csc(NC(=O)c2sc3nc4ccc(CC)cc4cc3c2N)n1,0,3,-4,-22,9,-2.0,41,·,42,-1
CC1CCCC/C1=N/Nc1ccc([N+](=O)[O-])cc1[N+](=O)[O-] (centres undefined),2,-4,-9,-87,35,0.1,95,-1,86,22
CC(C)NC(=O)c1ccccc1S(=O)c1ccccc1C#N (centres undefined),4,15,-17,-11,6,-0.4,102,-1,104,-21
CC(N=c1ccccn1C(=O)Nc1ccc(Cl)cc1)c1ccco1 (centres undefined),-4,-2,-6,-15,29,-0.8,89,2,102,22
Cc1ccc(CC2CC(=O)N(CCc3ccc4c(c3)OCO4)C2=O)cc1 (centres undefined),6,-15,2,-23,10,-0.9,56,-2,48,7
CCSc1ncc(C#N)c(N)n1,1,-19,-10,-86,9,-0.3,105,-1,98,14
CCn1ncc(/C=N/N=C2\CCC3C4CCc5cc(O)ccc5C4CCC23C)c1C (centres undefined),6,-2,0,-57,3,-1.5,81,-2,71,-9
C=CCOc1c(Br)cc(C2C3=C(CCCC3=O)N(C)C3=C2C(=O)CCC3)cc1OCC,1,5,1,-27,18,-3.1,82,-4,92,·
CS(=O)(=O)N1CCCC(C(=O)N2CCOCC2)C1 (centres undefined),1,11,-12,-27,27,-1.4,103,-1,102,8
Cc1ccccc1CSc1nnc(C)n1N,0,12,-4,-16,2,0.4,104,0,110,25
CCN1CCN(Cc2ccc(NC(=O)Nc3ccc(SC)cc3)cc2)CC1,-1,7,-9,-56,7,-2.4,84,-1,75,-1
N#CCCN1CCN(S(=O)(=O)c2ccc(S(=O)(=O)N3CCOCC3)cc2)CC1,2,-2,-12,20,28*,-0.1,105,-1,99,-9
CC(C)c1ccc(/C=C/C(=O)N2CCCCCC2)cc1,7,-12,9,-56,3,1.0,96,-3,80,14
CCOC(=O)Cn1cc(C(=O)OC)c2ccccc21,1,-3,-11,-55,4,0.9,106,·,98,-31
Cc1ccc2oc(=O)n(CCCOc3ccccc3)c2c1,3,-3,-21,-23,8,0.5,97,2,96,68*
Cc1ccc(NC(=S)NCc2ccc3c(c2)OCO3)cc1C,18*,11,2,-19,17,-2.6,96,-6,94,·
Cc1ccc(N(CC(=O)N2CCN(c3ccc(F)cc3)CC2)S(=O)(=O)c2c(C)nn(C)c2C)cc1,-1,5,-17,-28,1,-0.1,89,0,78,-9
O=C(NCc1ccco1)c1ccc2c(=O)n(CC3CCCO3)c(=S)[nH]c2c1 (centres undefined),2,-8,-4,-31,13,-3.9,103,·,96,-18
Cc1nc2ccccc2c(=O)n1NC(=O)Nc1ccccc1,4,-5,-12,-28,16,-0.6,109,0,113,-26
Cn1nc(-c2ccccc2)c(-c2nc(-c3ccc(Cl)cc3)no2)c1Cl,2,-1,-3,-16,12,-0.2,86,2,96,33
